# Source: PubChem
# Rac1 GTP hydrolysis: MgcRacGAP GTPase-activating activity inhibitors, confirmation, biochemical, ADP Hunter fluorescence. AID 624330. 0.6% of 340,000 active. inhibition, % at 30 µM; hits with a dose series show IC50 in µM. MgcRacGAP-stimulated Rac1 GTP hydrolysis, ADP Hunter fluorescence; higher % means a stronger effect; GST-tagged Rac1 F28L mutant substrate;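 active = first-screen hits whose inhibition reached a set limit at any dose in the follow-up dose series; inconclusive = inhibition above the set first-screen limit but never retested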;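 also: fluorescence reports GDP produced by GAP-driven GTP hydrolysis; strong numbers were not always called active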
# Myeloid diff MLP: myeloid differentiation induction; ER-HoxA9 myeloid progenitors, lysozyme-GFP differentiation, flow cytometry; calls only at 10 µM; 1% of 360,000 active; AID 624256;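 active = normalized GFP-positive differentiation at or above the plate's own cutoff, the solvent-only control mean plus 3 SD; inconclusive = no clear call, values can overlap the other calls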;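 also: cells exposed to compound for four days before flow analysis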
# Myeloid diff MLP GFP+ MAC1+ %: second read-out of Myeloid diff MLP, no call of its own (marks repeat the call); GFP+ MAC1+ double positive, %; measured here: differentiation confirmed by MAC1 staining
# The depositor's hits bear a star; i = inactive; ? = inconclusive; / = not tested or not shown; + = active, no number. A portion of the library, so the mix of outcomes need not match the whole.
SMILES	Myeloid diff MLP	Myeloid diff MLP GFP+ MAC1+ %	Rac1 GTP hydrolysis
CC(=O)Nc1ccc(-c2ccnc3c2CC(C(=O)NCCc2ccccc2)O3)cc1 (stereo unspecified)	i	0.2	/
OCc1ccccc1-c1cnc2sc(NCc3ccc(F)cc3)nn12	i	0.4	/
CCOC(=O)[C@]12CCCC=C1N(Cc1ccc3c(c1)OCO3)C(=O)[C@H](CC(=O)NCCC(C)C)C2	i	0.4	/
CNC(=O)C1Cc2c(-c3cccc(F)c3)ccnc2O1 (stereo unspecified)	i	0.7	/
CC(C)(C)NC(=O)C(c1ccccc1)n1c(-c2ccc(-c3ccccc3)cc2)nc2ccccc21 (stereo unspecified)	i	2.8	/
CCc1nc2c(OCc3cccc(Cl)c3)cccn2c1N(C)C(=O)c1ccncc1	i	0.9	/
Cc1ccc(S(=O)(=O)N2C[C@H]3C(=O)C[C@@H](c4ccccc4)N(S(=O)(=O)c4ccc(C)cc4)[C@H]3C[C@H]2c2cccs2)cc1	i	1.4	/
Cc1ccc(S(=O)(=O)N2C[C@H]3[C@H]4C(=O)N(c5ccccc5)C(=O)[C@H]4CC(=O)[C@H]3[C@@H]2c2cccc3ccccc23)cc1	i	1.7	/
CCCNC(=O)C1(C)CCCN(C(=O)c2ccc(F)c(Cl)c2)C1 (stereo unspecified)	i	1.1	/
COc1ccccc1-c1cnc(C(O)c2ccccc2)[nH]1 (stereo unspecified)	i	2.4	/
CC(=O)NN=C(C)c1ccc(NC(=O)C2CC2)cc1	i	1.1	/
Cn1nc(C2CC2)cc1NC(=O)C1(C)CCN1C(=O)CCc1ccccc1 (stereo unspecified)	i	0.4	/
COc1ccc2c(c1)CO[C@@]21O[C@H](CCO)C[C@H](O)[C@H]1O	i	0.4	/
CC1(C(=O)Nc2ccc3c(c2)OCO3)CCN1C(=O)CCc1cccs1 (stereo unspecified)	i	0.9	/
CC(C)(C)NC(=O)C(c1ccc(C(F)(F)F)cc1)n1c(=O)c(-c2ccccc2)nc2ccccc21 (stereo unspecified)	i	0.9	/
COc1c(C)cc(C(O)c2ncc(-c3cccc(F)c3)[nH]2)cc1C (stereo unspecified)	i	0.3	/
COCCNC(=O)C1(C)CCN(C(=O)c2ccc3sccc3c2)C1 (stereo unspecified)	i	0.8	/
O=C1NC[C@@H](CCCCN2CCN(CCc3ccccc3)C(=O)C2=O)N(CCC2CCCCC2)C1=O	i	1.5	/
CCC(CC)C(=O)N(C)c1c(C)nc2c(OCC(=O)N(C)C)cccn12	i	0.7	/
CCCS(=O)(=O)NC(=O)C1(C)CCN(C(=O)c2ccc3c(c2)OCO3)C1 (stereo unspecified)	i	1.2	/
CCCS(=O)(=O)NC(=O)C1(C)CCN(C(=O)c2cccc(C(F)(F)F)c2)C1 (stereo unspecified)	+	3.9*	/
COC(=O)[C@]12CCCCC=C1N(CCc1ccc(OC)c(OC)c1)C(=O)[C@H](CC(=O)NCCCN1CCCC1=O)C2	i	1.4	/
N#Cc1ccc(-c2nc3c4ccccc4ccn3c2Cc2cccc(Cl)c2)cc1	i	0.4	/
CCNC(=O)C1(C)CCCN(C(=O)c2cccc(C)c2C)C1 (stereo unspecified)	i	1.4	/
COc1ccc(OC)c(C(O)c2ncc(-c3ccc(C(F)(F)F)cc3)[nH]2)c1 (stereo unspecified)	i	0.7	/
COc1ccccc1-c1ccc2c(c1)C(C)(Cc1ccc(OC(F)(F)F)cc1)C(=O)N2 (stereo unspecified)	i	1.9	/
CCc1nc2c(OCCc3cccc(OC)c3)cccn2c1N(C)C(=O)c1ccc(C)cc1	i	1.8	/
Nc1nc(N)c(N=O)c(Nc2cccc(Cl)c2)n1	i	1.0	/
CCOC(=O)c1ccc(NC(=O)[C@@H]2CCC(=O)N2C2OC(=O)c3c2ccc(OC)c3OC)cc1 (stereo partly specified)	i	1.2	/
O=C(NCc1ccco1)C1Cc2c(-c3cccc(F)c3)ccnc2O1 (stereo unspecified)	?	/	/

# The closing two entries of the part before open the next one:
SMILES	Myeloid diff MLP	Myeloid diff MLP GFP+ MAC1+ %	Rac1 GTP hydrolysis
CCOC(=O)c1ccc(NC(=O)[C@@H]2CCC(=O)N2C2OC(=O)c3c2ccc(OC)c3OC)cc1 (stereo partly specified)	i	1.2	/
O=C(NCc1ccco1)C1Cc2c(-c3cccc(F)c3)ccnc2O1 (stereo unspecified)	?	/	/
CCc1nc2ccc(C(=O)NCCc3c[nH]c4ccccc34)cn2c1N(C)Cc1nccn1C	i	0.8	/
Cc1ccc(Nc2nc(NCc3cccs3)nc3ccsc23)c(C)c1	i	1.3	/
C[C@H](NC(=O)C1CCN(C(=O)[C@@H]2CCCN2C(=O)OC(C)(C)C)CC1)C(=O)NCc1ccc(F)cc1	i	2.9	/
O=C(OC1CC2CC1[C@H]1CCCCN1C2=O)N1CCOCC1 (stereo partly specified)	i	0.9	/
O=C(NCCO)c1ccc(-c2cnc3cccnn23)cc1	i	0.7	/
Nc1nc2ccc(Cl)cc2cc1C(=O)NC1CC1	i	0.7	/
CC(=O)Nc1ccccc1-c1cccc2nccn12	i	1.3	/
CC(C)CC(N)c1csc(NC(=O)Nc2ccccc2C(C)(C)C)n1 (stereo unspecified)	i	1.2	/
Cc1ccccc1S(=O)(=O)NC(=O)C1(C)CCN1C(=O)c1cccc2ccccc12 (stereo unspecified)	i	0.0	/
COC(=O)c1cccc(CN2C(=O)C(C)Sc3cc(Cl)ccc32)c1 (stereo unspecified)	i	1.1	/
CCOC(=O)C1=CCC(c2ccc(N(CC)CC)cc2)N(S(=O)(=O)c2ccc(C)cc2)C1c1ccc([N+](=O)[O-])cc1 (stereo unspecified)	i	2.5	/
Clc1cccc(Cc2c(-c3cccc(Br)c3)nc3ccc(Cl)cn23)c1	i	0.9	/
Fc1ccc(-c2nc3c4ccccc4ccn3c2Cc2ccsc2)cc1	i	0.9	/
Cc1ccc(Nc2nc(NCc3ccccc3)nc3ccsc23)c(C)c1	i	1.6	/
CCCOc1ccc(F)cc1-c1cc(C(=O)Nc2ccccc2)[nH]n1	i	1.0	/
COc1ccc(C(C(=O)Nc2ccc(F)cc2)N2CCN(c3cccc(C(F)(F)F)n3)CC2)cc1 (stereo unspecified)	i	2.2	/
COc1cccc(OC2(C)CCN(Cc3cccn3-c3nccs3)C2)c1 (stereo unspecified)	i	0.9	/
COc1cc2cc(C(=O)NC(C)c3cccc4ccccc34)c(N)nc2cc1OC (stereo unspecified)	i	1.4	/
O=C1NC[C@H](CCCCN2CCN(CCc3ccc(O)cc3)C(=O)C2=O)N(CCc2ccc(O)cc2)C1=O	i	0.8	/
CC1=C(C(=O)N2CCCCCC2)CC(CC(=O)NC2CCCC2)C(=O)N1CCC1=CCCCC1 (stereo unspecified)	i	2.1	/
COc1cccc(NC(=O)C2(C)CCN2C(=O)Cc2ccc(-c3ccccc3)cc2)c1 (stereo unspecified)	i	0.8	/
CC(=O)c1ccc(C2CC(OCCF)=CC(=O)O2)cc1 (stereo unspecified)	i	3.0	/
CCCCC(=O)N(C)c1c(CC)nc2c(OCc3ccc(S(C)(=O)=O)cc3)cccn12	i	2.1	/
COc1ccc(OC)c(C(O)c2ncc(-c3ccccc3Cl)[nH]2)c1 (stereo unspecified)	i	0.8	/
CC(C)(C)CNC(=O)C1(C)CCN1C(=O)Cc1ccc(-c2ccccc2)cc1 (stereo unspecified)	i	1.0	/
COC(=O)c1ccc2nc(-c3ccco3)c(Cc3ccc(C)cc3)n2c1	i	0.5	/
CCCC(=O)N1CCC1(C)C(=O)NS(=O)(=O)c1ccc(C(C)(C)C)cc1 (stereo unspecified)	i	0.4	/
O=C(NCc1cccc(Cl)c1)c1ccc(-c2cccnc2)c2ccoc12	i	0.4	/
Cc1sc2ccccc2c1CNC[C@H]1O[C@@H](n2ccc(=O)[nH]c2=O)[C@H](O)[C@@H]1O	i	1.3	/
CCC(=O)N1CCC1(C)C(=O)Nc1ccc2nc(C)ccc2c1 (stereo unspecified)	i	1.2	/
COc1ccccc1CCn1cnc(-c2ccc(Br)cc2)c1C(C)C	i	0.7	/
COc1cc(C(O)c2nc(-c3cccc(C(=O)O)c3)cs2)ccc1F (stereo unspecified)	i	0.3	/
CC(=O)NC(c1cccc(F)c1)c1nc(-c2cccc(C(F)(F)F)c2)cs1 (stereo unspecified)	i	0.4	/
CC(C)C(=O)N1CCCC1(C)C(=O)Nc1ccc2c(c1)OCO2 (stereo unspecified)	i	1.2	/
O=C1Nc2ccccc2-n2nnnc2C1N1CCN(c2ccc(F)cc2)CC1 (stereo unspecified)	i	1.4	/
Cc1ccc(C)c(N2CCN(C(C(=O)NC3CCCC3)C(C)C)CC2)c1 (stereo unspecified)	i	2.9	/
COCCNc1ncnc2c1ncn2[C@H]1CN(Cc2cc(OC)c(OC)c(OC)c2)C[C@@H](CO)O1	i	0.7	/
COc1ccc(NC(=O)C(c2ccccc2F)n2c(=O)c(-c3ccco3)nc3ccccc32)cc1 (stereo unspecified)	i	2.4	/
OC(Cc1ccccc1Br)c1ncc(-c2cccc(C(F)(F)F)c2)[nH]1 (stereo unspecified)	i	0.6	/
COc1ccc(NC(=O)C2Cc3c(-c4ccccc4Oc4ccccc4)ccnc3O2)cc1OC (stereo unspecified)	i	1.0	/
COC(=O)[C@@]1(Cc2ccc(OC)cc2)[C@H]2c3cc(C(=O)N4CCCC4)n(Cc4ccc(Cl)c(C(F)(F)F)c4)c3C[C@H]2CN1C(=O)c1ccccc1	i	3.3	/
COC(=O)[C@]12CCCCC=C1N(Cc1ccc3c(c1)OCO3)C(=O)[C@H](CC(=O)NCC1CCCCC1)C2	i	1.4	/
C=C1CCC2C(C)(C(=O)O)CCCC2(C)C1CCC(CO)CCO (stereo unspecified)	i	2.6	/
C[C@@H](c1ccccc1)N1C[C@@H](COCc2ccccc2)Oc2cc(N3CC[C@@H](O)C3)ccc2S1(=O)=O	i	0.6	/
C=CCNc1ncnc2c1ncn2[C@H]1CN(Cc2cccc3ccccc23)C[C@@H](CO)O1	i	0.4	/
CCOC(=O)c1ccc(-c2ccc(N3C(c4ccsc4)=Cc4ccc(F)cc4C3c3c[nH]c4ccc(C#N)cc34)cc2)cc1F (stereo unspecified)	i	0.9	/
COc1ccc(NC(=O)c2cc(C3CCCCN3S(C)(=O)=O)on2)c(C)c1 (stereo unspecified)	i	0.7	/
CC(=O)NC(c1ccc(F)c(F)c1)c1nc(-c2ccccc2C)cs1 (stereo unspecified)	i	0.7	/
Cc1ccc2c(c1)C(=O)N1c3cc(C)c(C)cc3NC(=O)C1C(=O)N2 (stereo unspecified)	i	1.0	/
CCOC(=O)C1=CCN(S(=O)(=O)c2ccccc2F)C1c1cccc(Br)c1 (stereo unspecified)	i	1.5	/
COc1ccc(-c2cc3c(c4c2ccn4C)C2CCC3C2)cc1OC (stereo unspecified)	i	0.3	/
CCCCC1Cc2[nH]c(=S)[nH]c(=O)c2C(c2ccc(C(C)C)cc2)O1 (stereo unspecified)	i	0.8	/
O=C1NC[C@H](Cc2ccc(O)cc2)N(C[C@@H]2CCCN2C[C@H](Cc2ccccc2)N2C[C@H](Cc3ccc(O)cc3)N(CCc3ccccc3)C(=O)C2=O)C1=O	i	1.1	/
CC1(C(=O)O)CCCN1C(=O)c1ccco1 (stereo unspecified)	i	0.4	/
COCc1cccc(-c2csc(C(C)(NC(C)=O)c3ccc(OC)cc3)n2)c1 (stereo unspecified)	i	1.3	/
CC(C)(C)S(=O)N1Cc2cc(C(=O)O)nc(-c3cccc(-c4cc5ccccc5o4)c3)c2[C@H]1CCO (stereo partly specified)	i	1.6	/
COc1cc(-c2coc3c(C(=O)NCc4ccc(C(F)(F)F)cc4)cccc23)ccc1O	i	1.6	/
O=C(CC[C@H]1O[C@@H](n2ccc(=O)[nH]c2=O)[C@H](O)[C@@H]1O)NCc1cccc2ccccc12	i	1.9	/
c1cn2cc(-c3ccc(CN4CCOCC4)cc3)ccc2n1	i	1.0	/
COc1cc(-c2cc(O)c(-c3ccc4ccccc4n3)c(=O)[nH]2)cc(OC)c1OC	/	/	6%

# (list continues)
SMILES	Myeloid diff MLP	Myeloid diff MLP GFP+ MAC1+ %	Rac1 GTP hydrolysis
Cn1cnc([N+](=O)[O-])c1Sc1nc(N)nc2c1ncn2C1CC(O)C(CO)O1 (stereo unspecified)	/	/	6%
Nc1ccn(C2OC(COC(=O)C34CC5CC(CC(C5)C3)C4)C(O)C2O)c(=O)n1 (stereo unspecified)	/	/	1%
O=C1C=C(NCCc2cc(Br)c(O)c(Br)c2)C(=O)c2ncccc21	/	/	9%
NNc1cc2c(nn1)CCN(C(=O)c1ccccc1)C2	/	/	9%
COc1cc(C2c3cc4c(cc3OC(N3CCOCC3)C2C)OCO4)cc(OC)c1OC(C)=O (stereo unspecified)	/	/	-2%
COc1ccc2c(c1)/C(=C/c1cc(OC)c(OC)c(OC)c1)C(=O)N2	/	/	4%
O=C1N=C2N(CCN3CCCCC3)c3ccccc3N2/C1=C\c1ccc([N+](=O)[O-])s1	/	/	4%
CCN(CC)c1ccc(C2NC(=O)c3ccccc3N2)cc1 (stereo unspecified)	/	/	-3%
